# Myeloid diff 2 – compounds promoting myeloid differentiation; ER-HoxA9 myeloid progenitors, lysozyme-GFP differentiation, flow cytometry; AID 624256; calls only at 10 µM; hit rate 1% among 360,000;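 active = normalized GFP-positive differentiation at or above the plate's own cutoff, the solvent-only control mean plus 3 SD; inconclusive = no clear call, values can overlap the other calls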;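 note: cells exposed to compound for four days before flow analysis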
# West Nile antiviral – inhibition of WNV-induced cytopathic effect – cell-based, CPE readout (AID 1621) | hit rate 0.02% among 290,000 | CPE inhibition, % at 10 µM, or IC50 in µM where a hit was titrated | West Nile virus-infected cells, CPE inhibition; higher % means a stronger effect; in the data active = a potency from the dose series; inconclusive = CPE inhibition mostly from about 3.7% at the one dose, without a potency; inactive = the rest, 99 in 100 with CPE inhibition below about 2.2%; note: strong numbers were not always called active
# Salmonella PhoP GFP – PhoP-dependent GFP reporter repression – Salmonella Typhimurium, primary screen (AID 1863); S. Typhimurium PhoP-regulated promoter GFP reporter, 4 h; higher % means a stronger effect; one-dose inhibition, % at 50 µM; IC50 in µM for titrated hits; hit rate 0.16% among 300,000;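 active = inhibition over 29.93%, a cutoff 3 SD above the screen mean, later confirmed by dose response; inconclusive = inhibition over 29.93% but no dose response follow-up; inactive = inhibition at most 29.93% or unconfirmed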;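 note: 0% = low Mg2+ inducing control and 100% = high Mg2+ repressing control; strong numbers were not always called active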
# T cell HTS – modulates CD8 T cell binding to vesicles; 2C CD8+ T cell-vesicle binding, flow cytometry; stronger effect = lower value; calls only at 7 µM; hit rate 0.068% among 330,000; AID 2052;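 active = response, share of CD8 T cells binding vesicles, and their 90th percentile fluorescence all below set limits, cut at about 80% in these data, passing the limit was not always enough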
#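 Read-out – percent CD8+ FL2 mean versus row control · System – murine 2C transgenic CD8+ T lymphocytes · Times – 1.5 h cell–vesicle binding at 37 °C, then 20 min icy labelling · Control set – naked vesicles low, QL9 vesicles with vehicle high · Detection – cytometric PE anti-B7-1 and Alexa647 anti-CD8 signals after 1% paraformaldehyde fixation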
# Rac1 GTP hydrolysis – MgcRacGAP GTPase-activating activity inhibitors, confirmation, biochemical, ADP Hunter fluorescence; hit rate 0.6% among 340,000; MgcRacGAP-stimulated Rac1 GTP hydrolysis, ADP Hunter fluorescence; higher % means a stronger effect; GST-tagged Rac1 F28L mutant substrate; inhibition, % at 30 µM; hits with a dose series show IC50 in µM;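 active = first-screen hits whose inhibition reached a set limit at any dose in the follow-up dose series; inconclusive = inhibition above the set first-screen limit but never retested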;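 note: fluorescence reports GDP produced by GAP-driven GTP hydrolysis; strong numbers were not always called active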
# Large T inhibition – TAg ATPase/helicase activity blockers – biochemical (AID 1903); SV40 large T antigen ATPase/helicase inhibition assay; higher % means a stronger effect; inhibition, % at 20 µM, or IC50 in µM where a hit was titrated; hit rate 0.39% among 310,000; in the data active = a potency from the dose series; inconclusive = inhibition mostly from about 32% at the one dose, without a potency; inactive = the rest, 99 in 100 with inhibition below about 32%; note: strong numbers were not always called active
# WT yeast gro inh – growth inhibition of WT yeast, mitochondrial fusion screen. mitochondrial fusion phenotypic screen, WT strain. hit rate 2.1% among 190,000. inhibition, % at 10 µM; in the data active = inhibition above about 58%; tested in S. cerevisiae
# RSV CPE inhibition – RSV antiviral activity via CPE protection, HEp-2 cells, primary 10 µM value included (AID 2391); hit rate 0.13% among 310,000; HEp-2 cells, RSV-induced CPE inhibition; higher % means a stronger effect; CPE inhibition, % at 10 µM, or IC50 in µM where a hit was titrated; in the data active = a potency from the dose series; inconclusive = CPE inhibition mostly from about 23% at the one dose, without a potency; inactive = the rest, 99 in 100 with CPE inhibition below about 21%; note: strong numbers were not always called active
# bCat nuc transl – beta-catenin nuclear translocation modulation; AID 1665; HeLa beta-catenin nuclear translocation, immunofluorescence imaging; nuclear translocation activity, % at 5 µM; hit rate 0.3% among 190,000;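 active = nuclear translocation activity above 50% at 5 µM, with a well cell count of 50 or more; inconclusive = wells under 50 cells across six images, flagged as toxic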;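 note: per-cell ratio of nuclear to cytoplasmic median beta-catenin stain intensity; plate controls were DMSO negative control for no effect and GSK-3 inhibitor IX positive control for full effect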
#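 System: HeLa cells, endogenous beta-catenin; compound dosing: 5 µM primary single dose, 0.1% DMSO, 0.02–20 µM confirmation series; incubation: 24 h compound exposure at 37°C, 5% CO2; signal: beta-catenin immunofluorescence imaging with DAPI; evaluation: % activation, nuclear-to-cytoplasmic median beta-catenin signal ratio per cell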
# WT yeast gro inh mutant strain – second read-out of WT yeast gro inh, no call of its own (marks repeat the call); inhibition, %; mitochondrial fusion phenotypic screen, mutant strain inhibition
# bCat nuc transl cell count 5 µM – further read-out of bCat nuc transl, marked with its call; cell count; measured here: cell count, cytotoxicity flag
# T cell HTS vesicle-bound % – second read-out of T cell HTS, no call of its own (marks repeat the call); double positive events, %; measured here: CD8+ vesicle-bound cell fraction;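 binding gate set so that unloaded-vesicle control wells show 10% double positive cells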
# Myeloid diff 2 GFP+ MAC1+ % – also measured in Myeloid diff 2; calls as there; GFP+ MAC1+ double positive, %; measured here: differentiation confirmed by MAC1 staining
# An asterisk follows results filed as active; i = inactive; ? = inconclusive; nt = not tested or not shown; + = active, no number.
SMILES,Myeloid diff 2,Myeloid diff 2 GFP+ MAC1+ %,West Nile antiviral,Salmonella PhoP GFP,T cell HTS,T cell HTS vesicle-bound %,Rac1 GTP hydrolysis,Large T inhibition,WT yeast gro inh,WT yeast gro inh mutant strain,RSV CPE inhibition,bCat nuc transl,bCat nuc transl cell count 5 µM
O=C(O)CSC(=S)N1CCCCC1,i,0.3,0.1%,5%,i,30,11%,-2%,6,-1,1.5%,0.6,535
CCc1nc(SCC(=O)NCc2ccco2)c2c(=O)n(C)c(=O)n(C)c2n1,i,4.3,?,2%,i,15,6%,7%,-11,8,3.3%,-1.6,1065
CS(=O)(=O)N(CC(=O)Nc1ccc(Br)cc1)C1CCCCC1,i,0.5,-1.1%,-2%,i,33,-6%,8%,nt,nt,1.6%,nt,nt
COc1ccc(CNC(=O)CCNS(=O)(=O)c2ccc(C)cc2)cc1,i,0.2,1.2%,-5%,i,18,4%,4%,9,18,0.6%,0.3,1018
CC(=C/c1ccccc1)/C=N/NC(=O)c1nnn(-c2nonc2N)c1CN1CCC(C)CC1,i,0.6,-0.3%,1%,i,15,10%,0%,nt,nt,4.9%,nt,nt
C#CCOCCOCCOCCNc1nc(N2CCN(C(=O)CCCCCCCCCCNC(=O)[C@H](CCCCN)n3cc(C[C@@H](C)CC)nn3)CC2)nc(N2CCN(C(=O)CCCCCCCCCCNC(=O)[C@H](CCCCN)n3cc(C[C@@H](C)CC)nn3)CC2)n1,+,19*,nt,21%,i,49,?,36µM*,nt,nt,-3.3%,nt,nt
CC(=Nc1ccc(C)cc1C)c1sc2ccccc2c1O,i,0.0,-1.0%,-15%,i,24,-6%,7%,79*,47*,41%,-6.0,1124
NC(=O)c1oc2ccccc2c1NC(=O)C1COc2ccccc2O1 (stereo unspecified),i,0.3,-0.1%,-9%,i,41,3%,-3%,-20,-13,-0.2%,-4.1,1089
COCn1ccnc1C(O)(c1ccc(OC)cc1)c1ccc(OC)cc1,i,0.5,0.2%,-4%,i,47,9%,10%,-16,-6,1.4%,0.9,462
CCCCn1c(N)c(N(CCOC)C(=O)COC(=O)COc2cc(C)ccc2Cl)c(=O)[nH]c1=O,i,0.9,nt,-4%,i,40,3%,16%,nt,nt,-0.8%,nt,nt
CCn1c(SCC(=O)Nc2cc(S(=O)(=O)N3CCOCC3)ccc2OC)nnc1-c1ccncc1,i,0.7,-0.5%,-4%,i,12,8%,12%,-5,13,2.1%,-2.1,1051
O=C(CSc1nc(SCC(=O)NCc2ccccc2)n(-c2ccccc2)n1)NCc1ccccc1,i,6.6,-0.8%,-4%,nt,nt,7%,21%,-5,1,1.2%,-3.0,1143
CC(C)Cn1cc(C(=O)NC2CCN(Cc3ccccc3)CC2)c2c3ccccc3n(C)c2c1=O,nt,nt,nt,-11%,i,26,nt,2%,3,13,0.0%,-0.1,1298
Cc1onc(-c2c(Cl)cccc2Cl)c1C(=O)Nc1ccc2c(c1)OCO2,i,4.5,0.3%,6%,i,23,9%,-1%,7,10,0.3%,-1.5,1379
O=C(Nc1nc2ccc(Cl)cc2s1)c1cccc(N2C(=O)CCC2=O)c1,i,1.2,nt,5%,i,51,8%,12%,nt,nt,-0.6%,nt,nt
CC(OC(=O)c1cccc(-n2cnnn2)c1)C(=O)Nc1ccc(F)cc1 (stereo unspecified),i,6.0,-0.1%,-6%,i,49,11%,7%,nt,nt,22%,nt,nt
CCOC(=O)c1ccccc1NC(=O)C1CCN(c2ncnc3sc(C)c(C)c23)CC1,i,0.7,nt,-6%,i,50,-8%,2%,nt,nt,?,nt,nt
Cc1ccc(N2CCN(S(=O)(=O)c3ccc4c(c3)NC(=O)C(C)C(=O)N4)CC2C)cc1 (stereo unspecified),i,2.0,0.4%,nt,i,37,8%,19%,nt,nt,5.3%,nt,nt
CC(=O)/C(CN1CCCCC1)=N\O,i,7.0,0.5%,8%,i,45,1%,7%,-4,0,-0.7%,nt,nt
CCOC(=O)c1[nH]c2cc3c(cc2c1NC(=O)CN1CCC2(CC1)OCCO2)OCO3,i,0.5,0.4%,-4%,i,64,7%,7%,34,74,0.4%,nt,nt
Cc1ccc(C)c(N2CCN(C(=O)Cc3c(C(=O)O)[nH]c4ccc(Cl)cc34)CC2)c1,i,0.9,0.8%,-9%,i,46,15%,25%,nt,nt,0.7%,-1.3,1341
CN1CCC(N(CCc2ccccc2)C(=O)CCC(=O)O)CC1,i,0.6,-0.1%,-3%,i,16,-4%,8%,nt,nt,1.5%,nt,nt
CC1CCCC(C)N1CC(O)Cn1c2ccccc2c2ccccc21 (stereo unspecified),i,0.7,-0.7%,2%,i,60,9%,8%,nt,nt,-0.4%,nt,nt
COc1ccc(CC2(CO)CCN(Cc3cccnc3)CC2)cc1,i,0.2,0.2%,7%,i,54,-3%,4%,7,-4,-2.0%,0.3,951
Cc1ccc(NC(=O)CCS(=O)(=O)c2cccc3nonc23)cc1,nt,nt,-0.5%,4%,i,20,-2%,2%,-10,2,-0.1%,2.5,998
CCOC(=O)c1ccccc1NC(=O)C1COc2ccccc2O1 (stereo unspecified),i,1.4,-0.2%,10%,i,47,11%,nt,23,-4,4.8%,1.0,1169
COc1ccc2c(c1)c(C(=O)N/N=C/c1ccccc1Cl)c(C)n2C,i,0.3,-0.7%,-2%,i,20,10%,21%,nt,nt,6.0%,0.8,1311
N#C/C(=C\c1c(N2CCCCC2)nc2ccccn2c1=O)S(=O)(=O)c1ccccc1,i,0.4,-0.5%,-8%,i,24,11%,5%,nt,nt,5.8%,-0.8,1232
CCOC(=O)CN(C(=O)CSc1nnc2c(n1)[nH]c1ccc(OC)cc12)c1ccc(F)cc1,i,0.9,-0.1%,-15%,i,10,0%,4%,-5,0,-0.1%,-0.7,1170
O=C(Nc1nnc(S(=O)(=O)N2CCOCC2)s1)c1cccc(Br)c1,i,1.4,-0.4%,-3%,i,6,4%,8%,nt,nt,11%,nt,nt
Cn1c(=O)n(C)c2cc([N+](=O)[O-])c(N3CCN(C(=O)c4cccc(F)c4)CC3)cc21,i,2.1,-2.0%,8%,i,58,7%,5%,-23,-27,11%,-0.1,1484
COc1ccc(NC(=O)CSc2nnc(NC(=O)C3CC3)s2)cc1OC,i,1.4,0.6%,-1%,i,36,7%,22%,nt,nt,2.1%,nt,nt
Cn1c(SCc2ccccc2C#N)nnc1-c1ccncc1,i,0.2,0.6%,2%,i,46,11%,7%,nt,nt,1.4%,nt,nt
COc1ccc(NC(=O)C(=O)NCCN2CCN(C(=O)c3ccc(C)cc3)CC2)cc1,i,1.6,0.2%,4%,i,24,-6%,7%,nt,nt,2.5%,nt,nt
Cn1/c(=N\NC(=O)C2CCCCC2)sc2ccccc21,i,1.2,0.8%,9%,i,27,7%,-1%,-5,-18,1.9%,-3.3,1150
COC(=O)COc1cccc(NC(=O)C(c2ccccc2)c2ccccc2)c1,i,0.8,0.0%,0%,i,58,4%,5%,nt,nt,0.3%,nt,nt
CCOC(=O)c1oc2ccccc2c1CN1CCN(c2ccccc2)CC1,i,0.4,-0.4%,-1%,i,20,3%,18%,0,-11,1.6%,-3.1,1128

# In the list so far, these contain an NH in an aromatic ring:
SMILES,Myeloid diff 2,Myeloid diff 2 GFP+ MAC1+ %,West Nile antiviral,Salmonella PhoP GFP,T cell HTS,T cell HTS vesicle-bound %,Rac1 GTP hydrolysis,Large T inhibition,WT yeast gro inh,WT yeast gro inh mutant strain,RSV CPE inhibition,bCat nuc transl,bCat nuc transl cell count 5 µM
CCCCn1c(N)c(N(CCOC)C(=O)COC(=O)COc2cc(C)ccc2Cl)c(=O)[nH]c1=O,i,0.9,nt,-4%,i,40,3%,16%,nt,nt,-0.8%,nt,nt
CCOC(=O)c1[nH]c2cc3c(cc2c1NC(=O)CN1CCC2(CC1)OCCO2)OCO3,i,0.5,0.4%,-4%,i,64,7%,7%,34,74,0.4%,nt,nt
Cc1ccc(C)c(N2CCN(C(=O)Cc3c(C(=O)O)[nH]c4ccc(Cl)cc34)CC2)c1,i,0.9,0.8%,-9%,i,46,15%,25%,nt,nt,0.7%,-1.3,1341
CCOC(=O)CN(C(=O)CSc1nnc2c(n1)[nH]c1ccc(OC)cc12)c1ccc(F)cc1,i,0.9,-0.1%,-15%,i,10,0%,4%,-5,0,-0.1%,-0.7,1170

# Part of the list above, with values under each structure.
# Each structure is followed by: Myeloid diff 2 | Myeloid diff 2 GFP+ MAC1+ % | West Nile antiviral | Salmonella PhoP GFP | T cell HTS | T cell HTS vesicle-bound % | Rac1 GTP hydrolysis | Large T inhibition | WT yeast gro inh | WT yeast gro inh mutant strain | RSV CPE inhibition | bCat nuc transl | bCat nuc transl cell count 5 µM
CCOC(=O)CN(C(=O)CSc1nnc2c(n1)[nH]c1ccc(OC)cc12)c1ccc(F)cc1
    i | 0.9 | -0.1% | -15% | i | 10 | 0% | 4% | -5 | 0 | -0.1% | -0.7 | 1170
O=C(Nc1nnc(S(=O)(=O)N2CCOCC2)s1)c1cccc(Br)c1
    i | 1.4 | -0.4% | -3% | i | 6 | 4% | 8% | nt | nt | 11% | nt | nt
Cn1c(=O)n(C)c2cc([N+](=O)[O-])c(N3CCN(C(=O)c4cccc(F)c4)CC3)cc21
    i | 2.1 | -2.0% | 8% | i | 58 | 7% | 5% | -23 | -27 | 11% | -0.1 | 1484
COc1ccc(NC(=O)CSc2nnc(NC(=O)C3CC3)s2)cc1OC
    i | 1.4 | 0.6% | -1% | i | 36 | 7% | 22% | nt | nt | 2.1% | nt | nt
Cn1c(SCc2ccccc2C#N)nnc1-c1ccncc1
    i | 0.2 | 0.6% | 2% | i | 46 | 11% | 7% | nt | nt | 1.4% | nt | nt

# Screening data from PubChem.

# Rows are unselected; any-hit rate near 3.6%.
